aSyn tox rescue: inhibitors of alpha-synuclein toxicity in yeast | 0.02% of 94,000 active | S. cerevisiae alpha-synuclein toxicity rescue, BacTiter-Glo growth, 24 h | Potency, µM (top dose mostly 46.1 µM), for inactives: at the top dose growth rescue (activation), actives largely listed as activators | AID 1347070; active = well fitted activation curve with a large enough effect; inconclusive = small, poorly fitted or top-dose-only effect; note: 0% is about no effect
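Growth restoration measured by BacTiter-Glo luminescence after 24 hr at 30 deg C; alpha-synuclein yeast, raffinose-pregrown to mid-log, were added at OD600=0.02 in galactose medium onto pinned compounds.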
An asterisk follows results filed as active; ? = inconclusive. Potency is the fitted concentration of half-maximal effect. A portion of the library; rates above refer to the full screens.

SMILES	aSyn tox rescue
N#Cc1ccc(OC(=O)c2cc(-c3ccc(Cl)cc3)on2)cc1	-8.4%
NCCCCCc1nnc(SCc2ccc(F)cc2)o1	4.1%
COc1ccc(-n2c(CC3C(=O)Nc4ccc(C)cc43)nc3ccccc3c2=O)cc1 (stereo not given)	4.6%
CCN1CCN(c2ccc(S(=O)(=O)N3CCCCC3)cc2NC(=O)/C=C/c2ccc(F)cc2)CC1	-8.3%
Cc1cc(NS(=O)(=O)c2ccc(NC(=O)c3ccc(Cl)nc3)cc2)nc(C)n1	-11.3%
Cc1ccc(NC(=O)Cn2cc(C(=O)C3CC3)c3ccccc32)cc1C	-9.1%
O=c1c2cn[nH]c2nc(SCc2c(F)cccc2F)n1-c1ccc(Cl)cc1	-5.2%
Cc1cccc(NC(=O)Nc2nnc(N(C)C3CCCCC3)s2)c1C	-3.9%
Cc1cc(C)c2sc(NC(=O)c3ccc(S(=O)(=O)N4CCCC4)cc3)nc2c1	2.2%
COCCNC(=S)N(C)[C@H]1C[C@H]2c3cc(-c4ccccc4)ccc3CCN2C(=O)[C@H]1[C@H](C)O	3.3%
CCOc1ccc(-c2nc(N)ncc2Oc2ccc(OC)cc2)c(O)c1	19.2%
Cc1ccc(NC(=O)C2CCN(S(=O)(=O)c3c(C)noc3C)CC2)c(C)c1	-2.7%
CCn1cc2nc(SCc3ccccc3)n(Cc3ccc(C)cc3)c(=O)c2n1	-3.3%
O=C(COC(=O)/C=C/c1cccc(Br)c1)NCc1ccco1	5.2%
CCC1CCCCN1CCCNC(=O)c1[nH]c2ccccc2c1Sc1ccc(Cl)cc1 (stereo not given)	2.9%
COc1ccc(C(=O)NNC(=S)NC(=O)c2ccc(OC)cc2)cc1	13.5%
CCn1c(CNC(=O)C23CC4CC(CC(C4)C2)C3)nnc1SCC(=O)Nc1ccc(C)cc1	2.4%
O=C1NC(Cc2ccc(O)cc2)c2nc3ccc(Br)cc3c(=O)n2-c2cc3ccccc3cc21 (stereo not given)	0.5%
O=C1c2ccccc2C(Nc2ccc(-c3nc4ccccc4[nH]3)cc2)N1Cc1ccco1 (stereo not given)	-1.0%
Fc1ccc(-c2nnc3n2CCCCC3)cc1	-16.9%
COc1ccc(/C=C/C(=O)Oc2cc(O)cc(O)c2)cc1	6.0%
COc1ccccc1C(=O)Nc1nnc(SCc2cc(=O)c3ccccc3[nH]2)s1	1.9%
Cc1cc(C(F)F)n2nc(C(=O)Nc3ccc(C(C)C)cc3)nc2n1	-6.0%
Cc1ccccc1OCC(=O)Nc1cnn(CCCC(=O)O)c1	3.7%
CC(Oc1ccccc1)C(=O)Nc1ccccc1C(=O)OCc1cc(=O)n2nc(C(C)C)sc2n1 (stereo not given)	9.1%
COc1ccc(Cl)cc1NC(=O)c1cc(-c2ccc(C)cc2O)n[nH]1	-0.9%
Cc1oc(-c2ccccc2)nc1CNC(=O)NC1CCCCC1	-0.3%
Cn1c(SCc2ccccc2)nc(C(F)(F)F)cc1=O	-4.1%
CC(C)=CCc1c(O)c(CC=C(C)C)c2c(c1O)C(=O)CC(c1ccc(O)cc1)O2 (stereo not given)	1.5%
C=CCN1CCN(C(c2ccccc2OC)c2nnnn2C(C)(C)C)CC1 (stereo not given)	8.0%
O=C(CSc1ccc(Cl)cc1)Nc1ccccc1N1CCN(C(=O)c2ccc(Cl)cc2)CC1	8.4%
COc1ccc(CNC(=O)c2cnc(N3CCCC3)nc2C)cc1	8.0%
Cc1cccc(NC(=O)C2CCCN(S(=O)(=O)c3ccc4c(c3)oc(=O)n4C)C2)c1C (stereo not given)	1.8%
CC(C)(C)C(=O)Oc1cc(N)n(S(=O)(=O)c2ccccc2)n1	9.6%
COc1ccc(S(=O)(=O)N2CCC(N3CCN(Cc4ccc(F)cc4)C(=O)C3=O)CC2)cc1	-4.0%
CCN(CC)S(=O)(=O)c1ccc2c(c1)N(CC(=O)NCCc1ccccc1)C(=O)CO2	-11.3%
COc1ccc(CNC(=O)CN2C(=O)COc3ccc(S(=O)(=O)N4CCCCC4)cc32)cc1	-2.0%
COc1ccc(NC(=O)N(C)C[C@H]2OCCCC[C@@H](C)Oc3ccc(NC(=O)c4ccccc4)cc3C(=O)N([C@H](C)CO)C[C@@H]2C)cc1	-6.8%
COc1ccccc1/C=C(\C#N)C(=O)NCC1CCCO1 (stereo not given)	-11.6%
CN(CC(=O)Nc1ccc(Cl)cc1F)S(=O)(=O)c1ccc2c(c1)n(C)c(=O)c(=O)n2C	-4.0%
Cc1ccc(-c2cc3ncc4c(n3n2)-c2cc(F)ccc2OC4)cc1	-8.0%
N#Cc1nc(/C=C/c2ccc(F)cc2)oc1N1CCCCCC1	6.0%
Cc1cccc(C)c1OCC(=O)NNC(=O)CCNC(=O)c1ccco1	4.1%
Cc1cccc(C(=O)N2CCc3cc(CNC(=O)c4ccnn4C)ccc32)c1	-3.1%
CC/C(=N\NC(=O)C1CC1)c1cccc(Cl)c1	-7.0%
CCOC(=O)C1CCN(C(=O)c2ccc3c(c2)sc2nc(-c4ccc(C)cc4)cn23)CC1	24.1%
NC(=S)N/N=C1\CC(c2ccc3c(c2)OCCCO3)Oc2ccc(F)cc21 (stereo not given)	11.1%
O=C(CCCNC(=O)c1ccc(Cl)cc1)Nc1ccc(Br)cc1	-1.5%
CCN1C(=O)[C@H]2[C@@H](c3ccc(C(F)(F)F)cc3)N[C@]3(CCCN(Cc4cccn4C)C3=O)[C@H]2C1=O	-0.5%
CCOc1ccc(C(=O)Nc2ccccc2C(=O)O)cc1	-12.1%
The results go on.
SMILES	aSyn tox rescue
COc1ccc(N2C(=O)C3CCCN3C2c2ccc(C)o2)cc1 (stereo not given)	-7.1%
CCOC(=O)C1CCCN(C(=O)c2nn(-c3ccc(C)cc3)c(=O)n(C)c2=O)C1 (stereo not given)	-3.0%
O=S(=O)(Nc1nc2n(n1)C(c1ccc(F)cc1)C=C(c1ccc(Cl)cc1)N2)c1ccccc1 (stereo not given)	-3.4%
COc1ccc(NS(=O)(=O)c2ccc(C)c(C(=O)N3CC(C)OC(C)C3)c2)cc1 (stereo not given)	-10.3%
COCCNC(=O)CS(=O)Cc1nc(-c2ccccc2C)oc1C (stereo not given)	8.1%
CC(OC(=O)/C=C/c1ccco1)C(=O)NC1CCCCC1 (stereo not given)	-0.3%
CN(C)/C=N/NC(=O)c1ccccc1	2.8%
CC(C)Oc1ccc(C(CC(=O)O)c2ccc(F)cc2)cc1 (stereo not given)	9.7%
O=C(CSc1nnc(-c2ccc(O)cc2)n1Cc1ccccc1)NNC(=O)c1ccc(Br)cc1	-0.1%
CCC(C(=O)NCCc1ccc(SC)cc1)n1nc(C)c2sc3ccccc3c2c1=O (stereo not given)	5.6%

In the list so far, these have a Cl atom.
SMILES	aSyn tox rescue
N#Cc1ccc(OC(=O)c2cc(-c3ccc(Cl)cc3)on2)cc1	-8.4%
Cc1cc(NS(=O)(=O)c2ccc(NC(=O)c3ccc(Cl)nc3)cc2)nc(C)n1	-11.3%
O=c1c2cn[nH]c2nc(SCc2c(F)cccc2F)n1-c1ccc(Cl)cc1	-5.2%
CCC1CCCCN1CCCNC(=O)c1[nH]c2ccccc2c1Sc1ccc(Cl)cc1 (stereo not given)	2.9%
COc1ccc(Cl)cc1NC(=O)c1cc(-c2ccc(C)cc2O)n[nH]1	-0.9%
O=C(CSc1ccc(Cl)cc1)Nc1ccccc1N1CCN(C(=O)c2ccc(Cl)cc2)CC1	8.4%
CN(CC(=O)Nc1ccc(Cl)cc1F)S(=O)(=O)c1ccc2c(c1)n(C)c(=O)c(=O)n2C	-4.0%
CC/C(=N\NC(=O)C1CC1)c1cccc(Cl)c1	-7.0%
O=C(CCCNC(=O)c1ccc(Cl)cc1)Nc1ccc(Br)cc1	-1.5%
O=S(=O)(Nc1nc2n(n1)C(c1ccc(F)cc1)C=C(c1ccc(Cl)cc1)N2)c1ccccc1 (stereo not given)	-3.4%

(list continues)
SMILES	aSyn tox rescue
Cc1c(NC(=O)Nc2ccc(Br)cc2F)sc2nc3n(c(=O)c12)CCC(C)CC3 (stereo not given)	-4.5%
N#Cc1c(SCC(=O)Nc2ccc(Cl)cc2Cl)sc2c(O)cc(=O)[nH]c12	-0.2%
CCCC(C)NC(=O)c1ccccc1SC (stereo not given)	-10.5%
COc1ccc(CCn2ccc(O)c(Cc3ccc(Cl)cc3Cl)c2=O)cc1OC	-9.6%
Cc1cccc(CCNC(=O)c2nc(-c3ccc(Cl)cc3)n3c2CCCCC3)c1	?
NC(=O)NC(=O)COC(=O)/C=C/c1cccs1	1.9%
Nc1cc(=O)[nH]c(SCCSc2ccc(F)cc2)n1	7.2%
O=C(Nc1nccs1)c1cnc2sccn2c1=O	0.9%
CC(=O)N1CCc2cc(CNC(=O)Nc3ccccc3C(F)(F)F)ccc21	-5.7%
CCCOc1ccc(-c2nonc2NC(=O)c2cc(OC)c(OC)c(OC)c2)cc1OCCC	-8.8%
CCCCC(=O)OCc1cc(=O)n2nc(C3CCCCC3)sc2n1	0.4%
O=C(c1ccc(Cl)c(S(=O)(=O)N2CCc3ccccc3C2)c1)N1CCN(c2ccccc2)CC1	5.1%
Cc1cccc2c1-c1sc(C(=O)NCCCN3CCN(c4cccc(Cl)c4)CC3)cc1CO2	?
Cc1cc(OCC(=O)N(Cc2ccco2)C2CCS(=O)(=O)C2)ccc1Cl (stereo not given)	-29.1%
CCc1ccccc1N1CC23C=CC(O2)C(C(=O)OC)C3C1=O (stereo not given)	0.1%
COc1ccc(N2CC(NC(=O)COc3ccc(F)cc3)CC2=O)cc1OC (stereo not given)	-6.8%
Cc1ccc(-c2cc(NC(=O)c3ccccc3)on2)cc1	-5.0%
CCN(CC)C(=O)Cn1cc(SCC(=O)Nc2cccc(C)c2)c2ccccc21	-8.6%
N#Cc1ccccc1NC(=O)CSC1=Nc2ccccc2C2CC=NN12 (stereo not given)	4.3%
CCCN(CCC)CCCNC(=O)Cn1ncc2c3ccccc3n(Cc3ccccc3)c2c1=O	1.8%
COCc1nnc(NC(=O)COc2ccc3c(c2)OCO3)s1	-7.3%
O=C(CCC1N=C2c3ccccc3N=C(SCc3ccc(F)cc3)N2C1=O)NCc1ccc(F)cc1 (stereo not given)	-6.5%
C=CCNC(=S)NNC(=O)c1ccc([N+](=O)[O-])cc1	-10.6%
CCOc1ccccc1NC(=O)CSc1nnc(N)s1	-11.4%
CNc1oc(/C=C/c2cc(OC)c(OC)c(OC)c2)nc1C#N	-13.4%
CC(=O)c1ccc(NC(=O)Cn2nc(N3CCN(c4ccccc4)CC3)ccc2=O)cc1	9.1%
CC1Cc2ccccc2N1Cc1ccc([N+](=O)[O-])cc1 (stereo not given)	5.0%
Cc1ccc2cc3cc(C(=O)N4CCN(c5ccccc5)CC4)oc3nc2c1	3.5%
CN1OC[C@@H]2CN(C(=O)c3ccco3)[C@H](c3ccc(-c4ccc(C#N)cc4)cc3)C[C@@H]21	-4.9%
CCOC(=O)c1c(S(=O)(=O)NCC(=O)NCc2ccc(C)cc2)c(C)n(C)c1C	-7.8%

Ordered by molecular weight (rising): some entries from above.
SMILES	aSyn tox rescue
CCOc1ccccc1NC(=O)CSc1nnc(N)s1	-11.4%
Cc1ccc2cc3cc(C(=O)N4CCN(c5ccccc5)CC4)oc3nc2c1	3.5%
CCOC(=O)c1c(S(=O)(=O)NCC(=O)NCc2ccc(C)cc2)c(C)n(C)c1C	-7.8%

Next part
SMILES	aSyn tox rescue
CCOC(=O)c1c(NC(=O)COc2cc(C)ccc2C(C)C)sc(C)c1C	-18.9%
CN1C(=O)N(CC(=O)c2ccc3c(c2)OCO3)C(=O)C12CCCCC2	2.9%
Cc1cccc(NC(=O)N2CCC(CN3CCC(C)CC3)CC2)c1C	-17.8%
O=C(c1ccc(Cl)c(S(=O)(=O)N2CCCC2)c1)N1CCN(c2ncccn2)CC1	-19.3%
CCC1=Nc2cc(C(=O)NCCc3ccc(OC)c(OC)c3)ccc2Sc2ccccc21	0.5%
COc1cccc(C(=O)Oc2c(Sc3ccc(C)cc3)c(C)nn2C(C)(C)C)c1OC	2.5%
Cn1nc(-c2ccccc2)cc1NC(=O)Nc1ccc(F)cc1	0.5%
CC(=O)Nc1ccc(S(=O)(=O)NC2(C(F)(F)F)C(=O)Nc3c2c(=O)[nH]c(=O)n3Cc2cccnc2)cc1 (stereo not given)	-1.6%
COCCn1c(SCC(=O)Nc2cc(Cl)ccc2OC)nc2c([nH]c3ccccc32)c1=O	0.1%
Cc1oc2ncnc(N3CCCCC3)c2c1C(=O)NCC1CCN(Cc2cccc(F)c2)CC1	-9.8%
COc1ccc(-c2noc(CCCC(=O)Nc3cccc(Cl)c3C)n2)cc1	-5.2%
CC(=O)Nc1ccc(NC(=O)C(=O)NCC(c2ccco2)N2CCc3ccccc32)cc1 (stereo not given)	9.7%
O=C(Nc1ccccc1F)C(c1ccccc1)N1Cc2ccccc2C1=O (stereo not given)	1.2%
CC(C)NC(=O)N(C)C[C@H]1OCCCC[C@H](C)Oc2ccc(NC(=O)NC3CCCCC3)cc2C(=O)N([C@H](C)CO)C[C@@H]1C	-8.8%
CCOCCc1nn2c(=O)cc(COC(=O)c3cccs3)nc2s1	0.0%
CNC[C@@H]1OCc2ccccc2-c2ccccc2C(=O)N([C@@H](C)CO)C[C@@H]1C	-3.6%
CS(=O)(=O)c1cc(C(=O)O)cc(NCc2ccccc2)c1Oc1ccccc1	3.8%
O=C(CCC(F)(F)F)N1CCCC(N2CCN(c3cccc(Cl)c3)CC2)C1 (stereo not given)	13.0%
CC1(C)CC(NC(=O)c2ccc(F)cc2)CC(C)(C)N1	-6.8%
Cc1ccc(NC(=O)CN(C)CC(=O)Nc2ccc(N3CCOCC3)cc2)c([N+](=O)[O-])c1	5.7%
CCCCNC(=O)c1cccc(-n2c(C)nc3cccnc32)c1	2.0%
O=C(CN1CCN(S(=O)(=O)c2ccc(Br)s2)CC1)N1CCc2ccccc21	5.8%
Cc1ccc(OCC(=O)c2cc(C)n(Cc3ccco3)c2C)c([N+](=O)[O-])n1	-11.5%
COc1ccccc1N1C(=O)CC(Sc2ccccc2N)C1=O (stereo not given)	7.1%
COc1cccc(C2CC(=O)Nc3cc4c(cc32)OCO4)c1OC(C)C (stereo not given)	10.3%

High-throughput results (PubChem BioAssay)
